# High-throughput results as filed in PubChem BioAssay.
# ADAM10 inh – human ADAM10 inhibitors, primary screen, biochemical, QFRET, HTS | Disintegrin and metalloproteinase domain-containing protein 10 (Homo sapiens), O14672 | recombinant ADAM10, EDANS/DABCYL FRET peptide cleavage, 3 h | inhibition, % at 7 µM | 370,000 compounds, 0.62% hits | AID 720582, 2013;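 active means inhibition above a per-campaign cutoff equal to the mean of compounds falling between control-based bounds plus 3 SD, cut at about 20% in these data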;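 further: 0% = DMSO wells while the 100% control is not disclosed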
# LEDGF integ inh – blockers of LEDGF/p75-dependent integrase strand transfer – biochemical, TR-FRET, high throughput, primary screen; HIV-1 integrase (with human LEDGF/p75); TR-FRET IN-LEDGF/p75 DNA integration, Eu/Cy5; inhibition, % at 3.7 µM; 370,000 compounds, 0.64% hits; AID 743269, 2014;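 active means inhibition above the screen-wide mean plus 3 SD, cut at about 13% in these data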;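 further: signal is the Cy5 over europium emission ratio at 671 and 618 nm; 0% = plate median of compound wells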
# KLK7 zymogen act – proKLK7 zymogen activators, primary screen, biochemical, fluorescence intensity; AID 652039, 2013; 370,000 compounds, 0.9% hits; purified proKLK7, EDANS-DABCYL substrate fluorescence; 100% is mature enzyme control, 0% vehicle; activation, % at 7 µM; Kallikrein-7 (Homo sapiens), P49862;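 active means activation above the mean of all tested compounds plus 3 SD, computed per campaign excluding outliers beyond control limits, cut at about 13% in these data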
# Target sequence (P49862 whole entry, looked up): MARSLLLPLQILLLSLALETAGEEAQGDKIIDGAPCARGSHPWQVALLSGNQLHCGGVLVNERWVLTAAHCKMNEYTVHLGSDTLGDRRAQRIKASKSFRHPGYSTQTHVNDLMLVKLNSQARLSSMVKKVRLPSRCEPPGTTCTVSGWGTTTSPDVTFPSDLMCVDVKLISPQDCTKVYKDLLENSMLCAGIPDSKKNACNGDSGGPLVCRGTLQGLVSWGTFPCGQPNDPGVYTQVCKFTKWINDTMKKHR
# Tn7 DDE FP – inhibitors of Tn7 peptide binding to fibrin DD(E), primary screen, biochemical, fluorescence polarization, human fibrin, Tn7 probe. Fibrinogen beta chain (Homo sapiens), P02675. FP displacement of FITC-Tn7 peptide from fibrin DD(E); 0% = median of compound wells per plate. inhibition, % at 8.3 µM. 370,000 compounds, 0.13% hits. AID 720508, 2013;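 active means inhibition above the mean of compounds falling within the control limits plus 3 SD of them, cut at about 14% in these data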;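 further: 0% = plate median of compound wells and 100% = 10 µM Aha-Tn7 peptide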
# Target sequence (P02675 whole entry, looked up): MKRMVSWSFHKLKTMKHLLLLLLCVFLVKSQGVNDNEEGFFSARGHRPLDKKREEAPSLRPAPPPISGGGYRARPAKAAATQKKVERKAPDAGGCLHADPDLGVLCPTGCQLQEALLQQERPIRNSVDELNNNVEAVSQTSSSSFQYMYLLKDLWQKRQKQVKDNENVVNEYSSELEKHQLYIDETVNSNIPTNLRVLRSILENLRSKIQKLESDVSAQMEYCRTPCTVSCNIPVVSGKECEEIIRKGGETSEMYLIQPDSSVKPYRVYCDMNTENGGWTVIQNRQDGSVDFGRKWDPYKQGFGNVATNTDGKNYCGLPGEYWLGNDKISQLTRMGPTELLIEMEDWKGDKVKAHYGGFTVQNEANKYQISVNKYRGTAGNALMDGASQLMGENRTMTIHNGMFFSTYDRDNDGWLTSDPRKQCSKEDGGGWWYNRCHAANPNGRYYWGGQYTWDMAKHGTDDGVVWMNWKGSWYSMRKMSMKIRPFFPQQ
#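 system = human fibrin DD(E) protein | quantity = DD(E) 2 µM final | medium = Tris/NaCl/CaCl2 buffer, pH 7.8 | also added = labelled Tn7 tracer, 0.1 µM | compound dosing = single point at 8.3 µM | timing = compound with protein 10 min, then 3 h after probe, room temperature | signal = FP measurement | benchmarks = Aha-Tn7 high control | repeats = one replicate per compound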
# ARFGAP1 inh – inhibitors of rat ARFGAP1 GAP activity, primary screen, biochemical, fluorescence polarization, GDP tracer | 360,000 compounds, 0.26% hits | inhibition, % at 16.5 µM | ADP-ribosylation factor GTPase-activating protein 1 (Rattus norvegicus), Q62848 | Arfgap1-stimulated ARF1 GTP hydrolysis, GDP FP detection;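 active means inhibition above a per-plate limit, mean inhibition of low control wells plus 3 SD, cut at about 25% in these data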;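 further: 0% = DMSO wells with enzyme and 100% = wells lacking Arfgap1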
#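 Material: rat Arfgap1 catalytic domain, aa 1-136; also added: human ARF1(Δ1-17)-GTP substrate; compound dosing: one concentration, 16.5 µM, DMSO 1.26%; incubation: GTP hydrolysis reaction 2 h at 25 °C; measured by: Tracer-displacement fluorescence polarization with EDTA stop, 620/688 nm; evaluation: % inhibition from polarization; repeats: one replicate per compound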
# ADAM17 inh – ADAM17 inhibitors, primary screen, biochemical, QFRET. Disintegrin and metalloproteinase domain-containing protein 17 (Homo sapiens), P78536. AID 720648, 2013. inhibition, % at 6.95 µM. recombinant ADAM17, EDANS/DABCYL FRET peptide cleavage. 370,000 compounds, 0.83% hits;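 active means inhibition above the mean of compounds lying between control limits plus 3 SD, set per campaign, cut at about 8.5% in these data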;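 further: 0% = DMSO-only wells as the low control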
# TDP2 inh – human TDP2 enzyme inhibitors, primary screen, biochemical, epi absorbance, recombinant enzyme; 370,000 compounds, 0.34% hits; T5PNP hydrolysis, p-nitrophenol absorbance 415 nm; Tyrosyl-DNA phosphodiesterase 2 (Homo sapiens), O95551; inhibition, % at 12.8 µM;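 active means inhibition above the mean of all tested compounds plus 3 SD, set per campaign, cut at about 25% in these data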;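 further: 0% = DMSO with enzyme and 100% = buffer with substrate but no TDP2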
# Target sequence (O95551 whole entry, looked up): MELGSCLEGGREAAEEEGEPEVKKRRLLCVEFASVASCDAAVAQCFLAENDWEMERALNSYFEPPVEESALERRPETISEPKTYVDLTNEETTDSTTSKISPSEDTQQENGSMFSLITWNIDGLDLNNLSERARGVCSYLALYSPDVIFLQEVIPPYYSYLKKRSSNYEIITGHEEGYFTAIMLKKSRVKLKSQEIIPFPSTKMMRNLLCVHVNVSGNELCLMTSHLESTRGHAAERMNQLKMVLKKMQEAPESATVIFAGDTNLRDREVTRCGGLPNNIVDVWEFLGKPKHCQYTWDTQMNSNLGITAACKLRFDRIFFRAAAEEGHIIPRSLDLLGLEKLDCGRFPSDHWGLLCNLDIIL
#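 System – recombinant human TDP2 · Amount – 120 nM TDP2 per well · Buffer or medium – Mg2+-containing Tris-HCl buffer, pH 7.5 · Reagent – T5PNP substrate, 5 mM · Dosing – 12.8 µM single point, 1% DMSO · Incubation – 2 h at 37 °C · Measured by – epi absorbance · Read-out basis – percent inhibition · Benchmarks – high control without enzyme, low control DMSO plus TDP2 · Repeats – singlicate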
# DDE Tn6 FP inh – inhibitors of Tn6 peptide binding to fibrin DD(E), primary screen, biochemical, fluorescence polarization, human fibrin, Tn6 probe. Fibrin DD(E) TRITC-Tn6 fluorescence polarization displacement. inhibition, % at 8.3 µM. 370,000 compounds, 0.21% hits;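 active means inhibition above a per-campaign cutoff: mean of compounds within control limits plus 3 SD, cut at about 15% in these data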;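 further: 0% = median of all compound wells on the plate and 100% = blocking peptide control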
# PLCg1 inh – PLC-gamma1 enzyme inhibitors, primary screen, biochemical, fluorescence, purified enzyme; 1-phosphatidylinositol 4,5-bisphosphate phosphodiesterase gamma-1 (Homo sapiens), P19174; fluorogenic substrate; inhibition, % at 12.2 µM; 370,000 compounds, 0.84% hits; AID 720700, 2013; in the data active means inhibition above about 9.5%
# ASAP1 inh – inhibitors of human ASAP1 ArfGAP activity, primary screen, biochemical, fluorescence polarization; Arf-GAP with SH3 domain, ANK repeat and PH domain-containing protein 1 (Homo sapiens), …; ASAP1-stimulated ARF1 GTP hydrolysis, GDP FP detection; inhibition, % at 16.5 µM; 360,000 compounds, 0.19% hits; in the data active means inhibition above about 25%;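 further: 0% = vehicle with enzyme and substrate and 100% = no enzyme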
# Starred values were filed as active, the others as inactive; i = inactive.
SMILES,ADAM10 inh,LEDGF integ inh,KLK7 zymogen act,Tn7 DDE FP,ARFGAP1 inh,ADAM17 inh,TDP2 inh,DDE Tn6 FP inh,PLCg1 inh,ASAP1 inh
CS(=O)(=O)c1ccc(C2=C(CNC(=O)c3ccc([N+](=O)[O-])cc3)[C@H]3CC[C@@H](C2)N3Cc2ccccc2)cc1,-11,-4,0.5,-6,-1,0,-2,-1,1,7
O=C(c1cccc(C(F)(F)F)c1)C1CCCN(Cc2ccccc2O)C1 (stereo not given),2,-7,-0.1,1,7,5,-8,-8,0,-2
COc1ccc(CN2CCCC(C(=O)c3ccc(Cl)cc3)C2)c(OC)c1 (stereo not given),0,-2,-0.3,2,9,0,14,5,2,-15
Cc1ccccc1NC(=O)CCl,2,0,0.9,-7,-3,-1,5,-2,-3,-6
CC(C)(C)n1nnnc1C(c1ccnc2ccccc12)N1CCC2(CC1)C(=O)NCN2c1ccccc1 (stereo not given),-23,2,1.5,3,1,-4,-7,-4,0,-9
CCOC(=O)C(O)(c1ccc(N=Cc2ccccc2O)c(C)c1)C(F)(F)F (stereo not given),4,0,0.1,-4,-3,2,8,5,1,4
C[C@]12CC[C@@H](O)C[C@@H]1CC[C@@H]1[C@@H]2CC[C@]2(C)C(=O)CC[C@@H]12,5,-1,-0.1,16*,-10,-4,-6,0,3,-11
O=c1[nH]c(=O)n(Cc2ccccc2)c(O)c1/C=N/Nc1c(F)c(F)c(F)c(F)c1F,-2,0,0.2,-2,-8,3,14,2,-2,-11
O=C1CC(=O)N(c2ccc(Cl)cc2Cl)C(=O)N1,1,0,-1.0,-14,1,0,6,-4,0,9
COc1ccc(-n2nnnc2C(c2cccs2)N2CCC3(CC2)C(=O)NCN3c2ccccc2)cc1 (stereo not given),15,2,0.6,-1,2,6,2,3,3,11
O=C1NC(=O)N(Cc2ccccc2)C(=O)/C1=C/c1cnc(-c2ccccc2)nc1,-7,-1,0.2,-7,7,-4,9,-4,-10,-12
COc1ccccc1N(CC(=O)NC1CCCC1)C(=O)c1cnn(C(C)C)c1,0,0,-0.7,-5,1,0,-2,1,3,-3
O=C1NCN(c2ccccc2)C12CCN(C(c1ccccc1)c1nnnn1-c1ccc3c(c1)OCCO3)CC2 (stereo not given),-13,-5,0.4,-6,8,-1,-4,-2,3,6
Cc1cc(OC(=O)N(C)C)n(-c2ccccc2)n1,2,-1,0.1,2,9,-1,23,-7,1,0
O=C1NC(=O)N(c2ccccc2)C(=O)/C1=C\c1ccccc1[N+](=O)[O-],-10,-3,0.3,-5,12,-6,12,-4,-4,11
O=C(Nc1cccc(OC(=O)N2CCCCC2)c1)N1CCOCC1,0,-1,0.1,-2,-6,-1,13,3,4,-7
Cn1c(N2CCNCC2)nc2ccccc21,-8,-7,-0.4,0,13,-3,-7,6,0,3
CCC(=NCCC(c1ccccc1)c1ccccc1)c1c(O)[nH]c(=O)[nH]c1=O,-2,1,0.1,6,0,-3,1,-7,2,-4
Cc1cccc(NC2=NCCCS2)c1C,-3,2,0.5,2,0,-5,5,-3,-1,-12
O=c1[nH]c(O)c(N=Nc2ccc(S(=O)(=O)N3CCOCC3)cc2)c(=O)[nH]1,8,0,-0.5,-4,0,-1,-2,2,2,3
CC1CN=C(Nc2ccc(N(C)C)cc2)S1 (stereo not given),17,-2,-0.2,-5,0,1,-4,-2,5,-2
COCC(C)OC(=O)c1c(N)n(Cc2ccco2)c2nc3ccccc3nc12 (stereo not given),i,4,0.6,-3,5,i,6,1,i,6
CC(C(N)=O)N1CC(c2ccccc2)CC1=O (stereo not given),7,-1,0.2,7,-1,-2,-4,7,-1,-5
COc1ccc(-n2c(Cc3cccc([N+](=O)[O-])c3)nc3ccccc3c2=O)cc1,5,0,-0.5,-5,4,0,10,-2,3,-5
CC(=O)C1(c2ccccc2)CCN(C(=O)C2CCC(=O)N(CCc3cccc(F)c3)C2)CC1 (stereo not given),1,0,0.4,-2,0,-2,-3,8,0,-1
# Following part.
SMILES,ADAM10 inh,LEDGF integ inh,KLK7 zymogen act,Tn7 DDE FP,ARFGAP1 inh,ADAM17 inh,TDP2 inh,DDE Tn6 FP inh,PLCg1 inh,ASAP1 inh
COc1c(/C=C2/C(=O)NC(=O)N(C)C2=O)c(CCN(C)C(=O)c2ccccc2)cc2c1OCO2,-14,-1,0.5,0,-8,-1,9,-2,-7,4
O=C(NCc1cccnc1)C(Cl)(Cl)Cl,-2,-3,-0.2,-2,-1,-1,6,3,-1,-6
COc1ccc(OC)c(-n2c(O)c(C=NCCN3CCNCC3)c(=O)[nH]c2=S)c1,-2,0,0.0,3,1,-3,21,7,5,-6
COc1cccc(-n2c(O)c(C=NCCN3CCNCC3)c(=O)[nH]c2=S)c1,2,8,-0.3,-1,-7,2,-7,0,5,-8
CCOC(=O)c1c(C)n(C(C)C)c2ccc(OC(=O)c3ccc(N4C(=O)CCC4=O)cc3)cc12,0,-1,0.4,-2,5,1,-3,3,5,-2
CN1CCC(O)(c2ccccc2)C2CCCC21 (stereo not given),6,37*,-0.1,0,0,-3,9,-2,3,9
Cn1cc(C(=O)NC2CC2)c2ccccc21,-3,3,0.4,-5,4,2,1,2,0,-14
O=C1CSC2(CN3CCC2CC3)N1 (stereo not given),-5,-3,0.1,3,-4,-3,-12,6,-4,8
O=C(CN1CCCCC1)Nc1ccc(Br)cc1C(=O)c1ccccc1Cl,-4,2,-0.1,-4,-9,-2,-6,0,3,-7
O=C(CN1CCCCC1)NCC(=O)Nc1ccc(Br)cc1C(=O)c1ccccc1,-3,0,-0.1,-8,11,-2,-3,0,2,8
CCOP(=O)(Cc1ccc(C#N)o1)OCC,4,-3,0.8,2,-13,-2,5,9,-3,-1
CC(N)Cc1c[nH]c2c1ccc1ccccc12 (stereo not given),-13,0,1.0,-6,-1,-2,10,4,-14,5
C=CCn1c(O)c(C(CC)=NCCC2=CCCCC2)c(=O)[nH]c1=O,-1,-2,-0.6,0,3,0,7,0,-1,3
CC(C)NCC(O)c1ccc(C2CCCC2)cc1 (stereo not given),0,0,0.2,-7,11,-3,-2,7,4,5
CCCCN(Cc1ccccc1)C1CCN(CCc2ccccc2)CC1,-3,5,0.5,1,5,2,-13,-10,13*,6
Cc1ccc(S(=O)(=O)NP(=O)(Oc2ccccc2)Oc2ccccc2)cc1,-3,2,-0.5,0,3,1,-2,6,5,4
O=C(Nc1ccccc1)NC1CC2CCC(C1)N2 (stereo not given),8,0,-0.2,8,5,2,-5,5,7,-5
O=C(c1ccc2c(c1)ncn2-c1ccc(F)cc1F)N1CCC2(CC1)OCCO2,-8,-1,0.0,-1,-2,-2,3,-3,1,7
CCOC(=O)C(NC(=O)CC)(Nc1ccc(C(O)(C(=O)OCC)C(F)(F)F)cc1C)C(F)(F)F (stereo not given),-3,0,-0.6,7,9,-7,-8,4,-2,-11
Fc1ccc(CNCCc2ccccc2F)cc1,4,-4,0.1,-2,-7,-2,6,10,2,-8
c1cc2c(cc1N1CCOCC1)CNCc1cnnn1-2,-8,-4,0.5,3,-5,-4,9,1,0,4
CCN1CCN(C(=O)Cc2coc3ccc4ccccc4c23)CC1,-1,0,-0.1,-2,1,-3,2,1,1,-6
COC(=O)C1=C(c2cc3ccccc3o2)C[C@@H]2CC[C@H]1N2C(=O)NCc1ccccc1,10,0,0.5,-5,-7,1,-7,0,1,19
O=C(c1ccc(N2CC3CC(C2)c2cccc(=O)n2C3)c([N+](=O)[O-])c1)N1CCCCC1 (stereo not given),-6,0,-0.5,6,-6,0,-9,4,0,1
CC(C)(C)n1cc(C(=O)c2ccccc2)cc1-c1ccccc1,-5,-7,0.3,4,-13,-3,-9,1,-2,-16

# Profiles from above. Screens in order: ADAM10 inh | LEDGF integ inh | KLK7 zymogen act | Tn7 DDE FP | ARFGAP1 inh | ADAM17 inh | TDP2 inh | DDE Tn6 FP inh | PLCg1 inh | ASAP1 inh
# O=C(CN1CCCCC1)Nc1ccc(Br)cc1C(=O)c1ccccc1Cl in the list: -4 | 2 | -0.1 | -4 | -9 | -2 | -6 | 0 | 3 | -7
# O=C(Nc1ccccc1)NC1CC2CCC(C1)N2 (stereo not given) in the list: 8 | 0 | -0.2 | 8 | 5 | 2 | -5 | 5 | 7 | -5
# O=C(CN1CCCCC1)NCC(=O)Nc1ccc(Br)cc1C(=O)c1ccccc1 in the list: -3 | 0 | -0.1 | -8 | 11 | -2 | -3 | 0 | 2 | 8

# Continuation:
SMILES,ADAM10 inh,LEDGF integ inh,KLK7 zymogen act,Tn7 DDE FP,ARFGAP1 inh,ADAM17 inh,TDP2 inh,DDE Tn6 FP inh,PLCg1 inh,ASAP1 inh
CC1(C)N=C(c2ccccc2)[C@@H]2C(c3ccc([N+](=O)[O-])cc3)N21 (stereo not given in full),-1,-5,0.0,-4,-4,3,3,2,0,-1
CCn1c(O)c(/C=N/NC(=O)c2ccccc2)c(=O)[nH]c1=S,-9,2,-1.3,1,1,-7,2,1,-15,-2
Cc1ccc(OC(F)F)c(N2C(=O)C3C4CCC(O4)C3C2=O)c1 (stereo not given),-9,2,-0.6,1,-7,-2,2,3,0,4
CCC1(CC(C)C)C(=O)NC(=S)NC1=O,2,6,0.0,-3,7,3,-11,0,2,7
COc1ccc(C(O)P(=O)(OC(C)C)OC(C)C)cc1 (stereo not given),-16,-5,-0.7,0,18,-3,-20,-8,-2,3
COc1ccc(S(=O)(=O)N2CC3CC(C2)c2cccc(=O)n2C3)cc1 (stereo not given),-9,-3,0.1,-2,2,-1,4,6,-2,-4

# This is a subset; rates above refer to the full screens.
